# Bioassay records as filed in PubChem.
# HCV inh = inhibitors of hepatitis C virus infection; Huh7.5.1 HCVcc-Cre infection, luciferase reporter, 44 h; AID 651820; Potency, µM (doses to about 41.8 µM), inactives show at the top dose activity change, negative = inhibition, most hits filed as inhibitors; 3.4% of 340,000 active; note: potency is the fitted concentration of half-maximal effect
#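 Seed cells (1,000/well) for 4 h; treat with compound and infect with HCVcc-Cre, moi about 0.5. Incubate 44 h, then detect luciferase activity.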
# AMA1-RON2 inh = inhibitors of Plasmodium falciparum AMA1-RON2 interaction; AlphaScreen AMA1-biotinylated RON2 peptide binding; Potency, µM (highest dose often 58.2 µM), inactives show at the top dose activity change, negative = inhibition, most hits filed as inhibitors; 0.2% of 360,000 active; AID 720542;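 note: potency is the fitted concentration of half-maximal effect; 0% = vehicle wells and -100% = peptide control; nearly all actives have a fitted effect of over 45% in size; some results filed as inactive show a strong effect at the top dose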
#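 AMA1 (3D7) with his tag at 25 nM final met compounds first, then biotinylated RON2 peptide at 25 nM; detection used donor plus acceptor beads, 10 µg/mL apiece, read by AlphaScreen after 30 min at room temperature.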
# HCMV antiviral = inhibitors of human cytomegalovirus; HFF cells, HCMV-luciferase reporter, 72 h; active compounds read low; activity change, negative = inhibition, % at 57.5 µM; 4.5% of 410,000 active; in the data active = activity change below about -60%; inconclusive = no clear call, values can overlap the other calls; inactive = above about -39%
#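 Two-dose cell screen: HFF monolayers treated with compounds and infected with luciferase-expressing HCMV at 1 PFU/cell, 72 h at 37C, then lysed for luciferase measurement.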
# Sm TGR block = inhibitors of Schistosoma mansoni thioredoxin glutathione reductase; Potency, µM (series often up to 114 µM), without a hit: top-dose activity change, negative = inhibition, actives largely listed as inhibitors; 3% of 360,000 active; Q962Y6; purified TGR, DTNB reduction, TNB absorbance 405 nm; AID 485364; note: potency is the fitted concentration of half-maximal effect; nearly all actives have a fitted effect of over 60% in size
#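 TGR 20 nM + NADPH 100 uM (dispensed conc.), cpd preinc 15 min RT; start with NADPH (500 uM addition) then DTNB (15 mM addition). Kinetic TNB absorbance, 405 nm filter. Four-parameter Hill fit across titration.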
# AmpC detergent = AmpC beta-lactamase inhibition with detergent present | AmpC hydrolysis of nitrocefin, absorbance 480 nm, 0.01% Triton | AID 485294 | 0.041% of 370,000 active | Potency, µM (series often up to 114 µM), for the others: at the top dose activity change, negative = inhibition, most hits filed as inhibitors;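 note: potency is the fitted concentration of half-maximal effect; 0% = no-compound wells and -100% = no-enzyme wells; nearly all actives have a fitted effect of over 25% in size; some results filed as inactive show a strong effect at the top dose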
# Target sequence (P00811 whole entry, looked up): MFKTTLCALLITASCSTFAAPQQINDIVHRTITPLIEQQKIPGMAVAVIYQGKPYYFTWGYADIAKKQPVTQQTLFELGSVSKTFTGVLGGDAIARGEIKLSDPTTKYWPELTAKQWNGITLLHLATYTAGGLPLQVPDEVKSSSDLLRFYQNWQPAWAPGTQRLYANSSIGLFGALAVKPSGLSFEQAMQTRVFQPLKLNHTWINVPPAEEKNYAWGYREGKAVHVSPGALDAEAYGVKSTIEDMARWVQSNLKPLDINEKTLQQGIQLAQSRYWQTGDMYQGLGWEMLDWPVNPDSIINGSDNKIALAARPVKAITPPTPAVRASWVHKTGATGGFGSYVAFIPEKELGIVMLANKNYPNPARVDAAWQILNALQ
#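 AmpC (5.3 nM in the dispensed reagent) in 20 mM phosphate pH 7.0 with 0.01% (detergent screen) or 0.0001% Triton X-100 was preincubated with compounds for 15 min at room temperature. Nitrocefin was then added from an 800 uM solution, and hydrolysis was followed at 480 nm.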
# Giardia FBPA inh = blocks Giardia fructose-bisphosphate aldolase activity | A8B2U2 | purified Giardia FBPA | Potency, µM (titrated, usually from 59.6 µM), for the others: at the highest dose activity, negative = inhibition, actives largely listed as inhibitors | 0.71% of 290,000 active | AID 2451; note: potency is the fitted concentration of half-maximal effect; nearly all actives have a fitted effect of over 55% in size
# Target sequence (A8B2U2 whole entry, looked up): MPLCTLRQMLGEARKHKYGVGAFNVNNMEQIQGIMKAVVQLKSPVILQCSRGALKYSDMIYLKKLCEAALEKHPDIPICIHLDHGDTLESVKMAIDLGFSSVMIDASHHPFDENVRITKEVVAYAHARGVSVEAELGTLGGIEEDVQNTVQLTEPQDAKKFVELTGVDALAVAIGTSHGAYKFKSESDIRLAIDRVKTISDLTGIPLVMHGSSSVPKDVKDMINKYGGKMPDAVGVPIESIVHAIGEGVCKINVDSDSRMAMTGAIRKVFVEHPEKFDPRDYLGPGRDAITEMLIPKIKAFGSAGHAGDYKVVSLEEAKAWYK
#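 40 nM FBPA preincubated 10 min at RT with compound (up to 57.5 uM final), then substrate plus GAPDH/TPI/NAD/arsenate coupling and diaphorase/resazurin added. Fluorescence read after 20 min at RT, 525/598 nm.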
# * marks the source's active call; other numbers are inactive results; ? = inconclusive; nt = not tested or not shown; & = joins results of further samples; [ ] = dose if it differs, or a comment. Unless noted, calls come from the whole dose curve; as a rule, active = well fitted curve in the direction sought with a large enough effect; inconclusive = small, poorly fitted or top-dose-only effect, or another doubt; inactive = no such curve, though single readings can be large; an effect the other way counts as inactive or inconclusive. Unless noted, % is set by controls: 0 for no effect and ±100 for the full control effect.
SMILES,HCV inh,AMA1-RON2 inh,HCMV antiviral,Sm TGR block,AmpC detergent,Giardia FBPA inh
CC(Oc1ccc2c(c1)oc(=O)c1ccccc12)C(=O)NCC1CCC(C(=O)O)CC1 (stereo not given),-25%,13%,0,8%,2%,-10%
COCCN1C(=O)N[C@@H](CCc2ccccc2)[C@H](C(=O)OC)[C@H]1C,8%[8.37 µM],11%,5,nt,nt,5%[12.9 µM]
COc1cc(C2CC(=O)Nc3c2c(C)nn3-c2nc(C)cc(C)n2)cc(OC)c1O (stereo not given),nt,nt,7,1%,24%,nt
CCCCc1cc(=O)oc2cc(C)cc(OCC(=O)NCCN3CCOCC3)c12,-7%,5%,-8,-13%,?,9%
CCC(C(=O)Nc1ccc(C)cc1)c1ccccc1 (stereo not given),3%,4%,-14,1%,-9%,1%
CCOc1ccc(NC(=O)c2ccc(NC(=O)Cc3n[nH]c(=O)c4ccccc34)cc2)cc1,-25%,0%,-22,0%,3%,-2%
COc1ccc(N2CCN(C(=O)c3ccc4c(c3)CCN4S(=O)(=O)c3ccccc3)CC2)cc1,?,?,?,-2%&-8%,-6%&5%,11%
O=C(NC1CC1)c1ccc2c3c(cccc13)CC2,12%,0%,49,7%,-7%,-3%
COc1ccc([N+](=O)[O-])c(OC)c1C(=O)NC(=O)Nc1c(F)c(F)c(F)c(F)c1F,0%,-1%,4,3%,-14%,2%
COc1ccc(C(=O)NCc2nnc(SCC(=O)Nc3ccccc3OC)n2C)cc1,-2%,14%,-5,nt,-2%,4%
O=C(NCc1ccccc1)c1cc2nc(C3CC3)cc(C(F)(F)F)n2n1,-26%,0%,8,-19%,-4%,nt
CCCCn1c(O)c(C(C)=NCCCn2ccnc2)c(=O)[nH]c1=O,9%,-13%,3,-14%,3%,4%
Cc1noc(C)c1-c1nc(CS(=O)(=O)c2ccc(F)cc2)no1,-2%,6%,25,-6%,0%,5%
CCN(CC)CCNC(=O)c1ccc(Cn2c(=O)c3cccn3c3cccnc32)cc1,nt,nt,-23,24%,15%,nt
COc1ccc(NS(=O)(=O)c2ccc(NC(=S)NC(=O)C(C)C)cc2)cc1,-4%,12%,-3,-30%,?,9%
COc1ccc(OC)c(NC(=O)N2CCc3ccccc3C2)c1,-28%,-3%,-23,-3%,-12%,nt
CCc1cccc(NC(=O)Nc2cn(C)c(=O)c3ccccc23)c1,nt,nt,-11,3%,2%,nt
CC(=O)Nc1ccc(S(=O)(=O)N2CCN(C3CCCCCCC3)CC2)cc1,8%,-5%,?,2%,6%,14%
c1cc(-c2cc3cc4c(cc3cn2)OCO4)cs1,7%,2%,24,nt,nt,nt
CC1CCCN(c2ccc(C(=O)Nc3cccnc3)cc2[N+](=O)[O-])C1 (stereo not given),?,-13%,?,-3%,11%,-11%
CCOc1ccc(OCC)c(NS(=O)(=O)c2c(C)[nH]c(=O)[nH]c2=O)c1,nt,nt,0,8%,-6%,nt
NC1=NC(=O)/C(=C\c2cc([N+](=O)[O-])ccc2Cl)S1,0%,1%,-34,5%,-17%,6%
COc1ccc(CNC(=O)C(C)n2nc(C)c3sc4ccccc4c3c2=O)cc1OC (stereo not given),nt,nt,1,24%,16%,nt
Cc1nc(NC(C)C)c2oc3ccccc3c2n1,?,2%,?,3%,1%,-1%
Cc1ccc(C(=O)OCc2nnc(-c3ccccc3)o2)o1,-11%,-8%,5,6%,0%,-3%
# (cont.)
SMILES,HCV inh,AMA1-RON2 inh,HCMV antiviral,Sm TGR block,AmpC detergent,Giardia FBPA inh
Oc1ccc(N2CCN(c3ncnc4sc(-c5ccccc5)cc34)CC2)cc1,?,?,101,-26%,-7%,-12%
CN1CCCC1CCNc1ccc2c(=O)c3ccccc3oc2c1 (stereo not given),?,21%,60,-31%,-6%,-7%
COC(=O)C1=C(c2cccc(OCc3ccccc3)c2)C[C@@H]2CC[C@H]1N2C(=O)NCc1ccccc1,?,6%,-30,0%,-2%,nt
O=C(NCCN1C(=O)S/C(=C\c2ccc(Cl)c(Cl)c2)C1=O)C1COc2ccccc2O1 (stereo not given),?,-7%,-2,nt,-1%,2%
NC(=O)CC(NC(=O)c1ccccc1)c1ccc(N2CCC(N3CCCC3)CC2)c([N+](=O)[O-])c1 (stereo not given),22%,-8%,11,0%,?,0%
Cc1cccc(NC(=O)C(Cc2ccccc2)NS(=O)(=O)c2ccc3c(c2)c(=O)n(C)c(=O)n3C)c1 (stereo not given),nt,nt,-12,-4%,13%,nt
O=C(Cn1c(C(F)(F)F)nc2ccccc21)c1ccc(F)cc1,?,-7%,6,6%,?,1%
CCC(C(=O)Nc1cc(OC)ccc1OC)n1c(=O)c(C(F)(F)F)nc2ccccc21 (stereo not given),nt,nt,-5,10%,3%,nt
CC(C)OCCCn1c(=O)c2ccccc2n2c(CCC(=O)O)nnc12,16%,-7%,-18,-2%,-12%,-10%
COc1ccc(-c2nn(C)c(=O)c3ccccc23)cc1NC(=O)Cn1nc(C)c2ccccc2c1=O,?,0%,-8,1%,?,-2%
CCOC(=O)c1cc(-c2ccc(F)cc2)n(CC(=O)NCc2cccnc2)c1C,-2%,-3%,-32,-8%,-7%,4%
CCOc1ccc(-c2nnn(CC(=O)NCc3ccc(OC)cc3)n2)cc1OCC,-24%,0%,12,-11%,?,15%
O=C1c2ccccc2C(=O)N1Cc1cc(-c2ccc(Cl)cc2)no1,9%,1%,60,nt,nt,nt
CC(=NCC1CCCO1)c1c(O)n(C)c(=O)n(C)c1=O (stereo not given),13%,-4%,-15,-3%,?,12%
CCSc1nnc(NC(=O)CCc2ccc(OC)cc2)s1,21%,-11%,4,7%,2%,5%
COC(=O)c1ccc(NS(=O)(=O)c2ccc3c(c2)n(C)c(=O)c(=O)n3C)cc1,nt,nt,3,-4%,-3%,nt
S=C1NC2=C(CCCC2=C2SCCS2)C(c2ccccc2)N1 (stereo not given),6%,28%,69,44%[activator],3%,-15%
COCCNC(=O)C(c1ccc(C)o1)N(Cc1ccc(OC)cc1)C(=O)Cn1nnc2ccccc21 (stereo not given),15%,?,-12,-10%[11.4 µM],-9%,3%
Cc1ccc(-n2ncc3c(Nc4cccc(C(=O)O)c4)ncnc32)cc1,21%,40%[activator],96&-5,-7%&-8%,-2%&-2%,14%
COc1ccc(-c2csc(N)n2)cc1,?,2%,-7,0%,?,-1%
Brc1ccc(-c2csc(N/N=C/c3ccc4c(c3)OCO4)n2)cc1,-5%,-7%,-16,-10%,?,-7%
O=c1c2ccccc2oc2ccc(Oc3ccccc3)cc12,-6%,145%[activator],114,-6%,-6%,?
Cc1ccc(C(C)C)c(OCCn2ccnc2C)c1,-24%,-26%,11,72%[activator],-11%,?
COc1ccc(CCN2C(=O)NC(NC(C)=O)(C(F)(F)F)C2=O)cc1OC (stereo not given),17%,1%,2,-3%,-14%,3%
O=C(c1ccc(Cl)cc1)N1CCN(c2cc(=O)[nH]nc2-c2ccccc2)CC1,11%,7%,-10,-30%,-10%,4%

# Reprinted from the entries so far, 2 compounds:
SMILES,HCV inh,AMA1-RON2 inh,HCMV antiviral,Sm TGR block,AmpC detergent,Giardia FBPA inh
Oc1ccc(N2CCN(c3ncnc4sc(-c5ccccc5)cc34)CC2)cc1,?,?,101,-26%,-7%,-12%
CN1CCCC1CCNc1ccc2c(=O)c3ccccc3oc2c1 (stereo not given),?,21%,60,-31%,-6%,-7%

# Next records
SMILES,HCV inh,AMA1-RON2 inh,HCMV antiviral,Sm TGR block,AmpC detergent,Giardia FBPA inh
Nn1c(Cc2ccccc2)nnc1Cc1ccccc1,4%,56%[activator],?,nt,nt,nt
COC(=O)C1CCN(C(=O)COC(=O)CSc2ccc(C(N)=O)cc2[N+](=O)[O-])CC1,16%,17%,-8,-2%,?,nt
CN(C)S(=O)(=O)c1ccc(Cl)c(NC(=O)CN2CCC(Cc3ccccc3)CC2)c1,?,-5%,-10,3%,?,0%
OCc1ccccc1CNCc1ccccc1,10%,-3%,24,-17%[11.4 µM],-12%,-7%
Cc1ccccc1N1CC(C(=O)Nc2nnc(SCCN3CCOCC3)s2)CC1=O (stereo not given),1%,7%,25,-3%,4%,nt
CCOC(=O)Cn1c(CCC(=O)O)ccc1-c1ccc(F)cc1,-12%,2%,?,-35%,0%,6%
Cc1cc(C)c(NC(=O)CSc2nnnn2-c2cccnc2)c(C)c1,19%,2%,-33,1%,3%,-4%
CCNc1nc(Oc2ccc(C#N)cc2)cc(C(F)(F)F)n1,?,0%,-23,8%,-3%,-3%
Fc1ccccc1NC(=S)N(CCN1CCCCCC1)Cc1cccs1,3%,4%,93,-1%,-8%,-6%
OC1COCOC1C(O)C1OCOCC1O (stereo not given),13%,-10%,-4,nt,nt,nt
NC(=O)COc1ccc(/C=N\NC(=O)CC(=O)NCCc2ccccc2)cc1,-3%,-6%,?,3%,0%,-7%
NC(=O)C(F)(F)C12OC3C4C5CC(C6C5C3C61)C42 (stereo not given),10%,2%,57,19%,-7%,9%
CC(=O)Nc1ccc(S(=O)(=O)NCC2CCC(C(=O)NC(C)c3ccc4c(c3)OCCO4)CC2)cc1 (stereo not given),nt,nt,nt,6%,4%,-1%
Cc1ccc(C=Nc2ccccc2C(N)=O)o1,11%,-9%,3,-8%,3%,-19%
COc1ccc(C(=O)COC(=O)CCCC(=O)Nc2ccc(C(C)=O)cc2)cc1,nt,nt,75,0%,3%,nt
Cc1ccc(S(=O)(=O)N/N=C/c2c(F)cccc2Cl)cc1,4%,26%,0,2%,-14%,-7%
O=C(CN1C(=O)c2cccnc2Oc2ccc(Cl)cc21)NCCCc1ccccc1,11µM*,-8%,-34,1%,-5%,nt
Nc1cccc(-c2nnc3n2CCCCC3)c1,12%,-2%,3,6%,-1%,0%
CCOC(=O)Cn1c(-c2cccnc2Cl)nc2cc(Cl)c(Cl)cc21,-8%,1%,39,3%,-12%,-2%
COC(=O)c1c(-c2c(Cl)cccc2Cl)noc1C(=O)NNC(=O)N(C)C,9%,17%,6,8%,4%,-1%
Cc1nc(-c2ccc(F)cc2)c(CC(=O)N(C)CC(=O)Nc2c(C)cccc2C)s1,5%,47%[activator],0,-14%,?,nt
Cc1ccc(OC(C)C(=O)N(C)c2ccccc2)c([N+](=O)[O-])n1 (stereo not given),4%,7%,0,3%,2%,nt
CN1CCN(C(=O)c2ccc(CSc3nc4ccncc4n3Cc3ccc(F)cc3)cc2)CC1,12%,-7%,-16,-15%,?,0%
COc1ccc(/C=N/NC(=S)Nc2cccc(C(=O)O)c2)cc1OC,12%,19%,-34,-18%,-1%,-20%
CCC(C)N1CCN(S(=O)(=O)Cc2ccccc2)CC1 (stereo not given),0%,2%,-8,-3%,3%,7%
N/C(=N\OC(=O)c1ccco1)c1ccccn1,15%,70%[activator],-9,nt,3%,-4%

# Among those listed so far, these contain an NH in an aromatic ring:
SMILES,HCV inh,AMA1-RON2 inh,HCMV antiviral,Sm TGR block,AmpC detergent,Giardia FBPA inh
CCOc1ccc(NC(=O)c2ccc(NC(=O)Cc3n[nH]c(=O)c4ccccc34)cc2)cc1,-25%,0%,-22,0%,3%,-2%
CCCCn1c(O)c(C(C)=NCCCn2ccnc2)c(=O)[nH]c1=O,9%,-13%,3,-14%,3%,4%
CCOc1ccc(OCC)c(NS(=O)(=O)c2c(C)[nH]c(=O)[nH]c2=O)c1,nt,nt,0,8%,-6%,nt
O=C(c1ccc(Cl)cc1)N1CCN(c2cc(=O)[nH]nc2-c2ccccc2)CC1,11%,7%,-10,-30%,-10%,4%
